# From PubChem
# S aureus QS inh – S. aureus quorum sensing inhibition. inhibition, % at 2 µM. S. aureus RN6390 RNAIII-GFP reporter, AIP-induced, flow cytometry 3 h. AID 527. 24,000 tested, 0.3% active;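 active = share of bacteria positive for the green fluorescent reporter and its mean brightness both inhibited by 50% or more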;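 also: 0% = AIP-stimulated control and 100% = unstimulated bacteria without AIP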
# S aureus QS inh GFP MFI % – second read-out of S aureus QS inh, no call of its own (marks repeat the call); inhibition, %; measured here: inhibition of GFP MFI
# An asterisk follows results filed as active.
SMILES,S aureus QS inh,S aureus QS inh GFP MFI %
O=C(O)CC(NS(=O)(=O)c1ccc(Br)cc1)c1ccco1 (stereo unspecified),-3.1,-7.5
CCC(=O)N1CCc2cc(S(=O)(=O)NC(C(=O)NCc3ccc(C)cc3)C(C)C)ccc21 (stereo unspecified),-5.7,-16.6
O=C(NCc1ccc(Cl)cc1)C1CCCN(S(=O)(=O)c2cnc[nH]2)C1 (stereo unspecified),0.5,0.9
Cc1ccc(CCN2CC(C(=O)NCCCN3CCOCC3)CC2=O)cc1 (stereo unspecified),0.4,15.8
COc1ccc2nc(NC(=O)C3CCN(S(=O)(=O)c4cnc[nH]4)CC3)sc2c1,12.6,23.2
CCn1ncc(C2=NOC(C(=O)Nc3c(C)n(C)n(-c4ccccc4)c3=O)C2)c1C (stereo unspecified),0.3,2.8
Cc1cc(C(=O)NC(C)C)on1,0.8,5.3
Cc1cc(C)c2c(n1)nn1c(NCCCN3CCOCC3)cc(C)nc21,-1.3,-35.2
COCCn1c(=O)[nH]c2cc(C(=O)N3CCN(c4ccccc4OC)CC3)ccc2c1=O,-1.0,0.7
O=C(NC1(C(F)(F)F)NC(=O)N(Cc2ccco2)C1=O)c1cccnc1 (stereo unspecified),-0.1,-1.6
COc1ccc(/C(O)=C2/C(=O)C(=O)N(CCN(C)C)C2c2ccccn2)cc1OC (stereo unspecified),-1.0,3.9
C#CCSc1nnc(-c2ccccc2)c(=O)[nH]1,1.5,11.9
O=C(COc1ccc(Cl)cc1)NCc1nnc(SCC(=O)NC2CCCC2)o1,0.1,-24.9
CC(C)CCNC(=O)CCS(=O)(=O)c1cccc2nonc12,-0.5,-6.4
COC(=O)Nc1nc2ccc(C(=O)c3ccccc3)cc2[nH]1,-5.5,-18.2
C(=N\n1cnnc1)/c1cccnc1,-2.2,-14.7
O=C(CSc1nnc(-c2ccccc2Cl)o1)N1CCCCC1,8.5,22.7
Cc1cc(C)c(C#N)c(SCc2[nH]nc3c2C(c2ccccc2)C(C#N)=C(N)O3)n1 (stereo unspecified),6.7,13.4
O=C(c1coc(=O)c2ccccc12)N1CCN(Cc2ccccc2)CC1,-1.4,3.1
O=C(C1CC1c1ccccc1)N1CCN(c2cccc(Cl)c2)CC1 (stereo unspecified),-1.4,0.0
Cc1ccc(S(=O)(=O)Cc2ccc(C(=O)N3CCN(c4ccc(F)cc4)CC3)o2)cc1,1.4,5.4
Cc1ccsc1C1CC(=O)NC2=C1C(=O)CC(C)(C)C2 (stereo unspecified),1.5,-6.2
CCOC(=O)Nc1nnc(-c2ccccc2OC)s1,-1.9,0.2
CCOC(=O)CSc1nc2c(sc(=S)n2Cc2ccco2)c(=O)n1-c1ccccc1,34.7,48.6

# Random excerpt: six records from the list
SMILES,S aureus QS inh,S aureus QS inh GFP MFI %
O=C(C1CC1c1ccccc1)N1CCN(c2cccc(Cl)c2)CC1 (stereo unspecified),-1.4,0.0
Cc1ccc(S(=O)(=O)Cc2ccc(C(=O)N3CCN(c4ccc(F)cc4)CC3)o2)cc1,1.4,5.4
COC(=O)Nc1nc2ccc(C(=O)c3ccccc3)cc2[nH]1,-5.5,-18.2
O=C(c1coc(=O)c2ccccc12)N1CCN(Cc2ccccc2)CC1,-1.4,3.1
CCOC(=O)Nc1nnc(-c2ccccc2OC)s1,-1.9,0.2
C(=N\n1cnnc1)/c1cccnc1,-2.2,-14.7

# (listing goes on)
SMILES,S aureus QS inh,S aureus QS inh GFP MFI %
Cc1ccccc1CSc1nnc(Cn2c(=O)sc3ccccc32)n1C,8.3,21.6
Cc1ccc(C(=O)c2coc3ccc(O)c(Cl)c23)cc1,0.6,5.0
COc1cccc(C2C(C#N)=C(N)Oc3cc(C)n(Cc4ccccn4)c(=O)c32)c1OC (stereo unspecified),-6.7,-19.6
c1ccc(Cc2nnc3n2CCCCC3)cc1,-1.1,-12.6
O=C1CNC(=O)/C1=C\N1CCCCC1,0.3,11.4
CCOC(=O)Cn1c(=NC(=O)CSC(C)=O)sc2cc(OC)ccc21,-0.3,1.4
CC(C)(C)NS(=O)(=O)c1cccc2nsnc12,-1.3,0.6
CCc1ccc(N2CCN(C(=O)c3ccc(OC)c(OC)c3)CC2)cc1,-3.9,1.0
O=C(NCCCN1CCN(c2ccccc2)CC1)Nc1ccccc1C(F)(F)F,-0.7,3.6
COc1cccc2cc(C(=O)N3CCN(C45CC6CC(CC(C6)C4)C5)CC3)c(=O)oc12,-4.8,-9.7
O=C(NCCN1CCOCC1)c1cc(-c2ccc(F)cc2)on1,-1.5,-24.0
CC(NC(=O)c1ccco1)C(c1cccs1)N1CCN(c2ccccc2)CC1 (stereo unspecified),-2.3,-43.2
O=C(NCc1ccc2c(c1)OCO2)C1CC(=O)N(C2CCCC2)C1 (stereo unspecified),0.4,4.2
Cc1nnc2c3ccccc3c(-c3ccccc3)nn12,-4.5,-6.8
COc1cc(-c2nc3n(n2)C(c2cccc(OC)c2OC)C2=C(CCCC2=O)N3)cc(OC)c1OC (stereo unspecified),2.1,5.6
CCOC(=O)N1CCC(NC(=O)c2ccc(CS(=O)(=O)c3ccc(OC)cc3)o2)CC1,0.3,0.1
COc1ccccc1OCC(=O)N1CCNC1=O,2.9,18.5
O=C(Cn1c(=O)oc2ccccc21)N1CCN(c2ccccc2)CC1,-0.1,-0.1
O=C(NCc1ccc(F)cc1)c1noc2c1CCCCC2,12.0,38.4
Cc1c(C(=O)Nc2cccc(Cl)c2)oc2ccc(S(=O)(=O)N3CCC4(CC3)OCCO4)cc12,-2.4,-13.2
O=C(CSc1nnc2ncccn12)N1CCCCCC1,-0.6,0.3
CCOC(=O)c1cccc(NC(=O)CN(c2ccc(C)cc2)S(=O)(=O)c2c(C)noc2C)c1,-4.7,-37.3
O=C(O)c1cccc(NC(=O)C23CC4CC(C2)CC(n2cnc(Cl)n2)(C4)C3)c1,-0.1,13.4
COc1ccc(NC(=O)C(c2ccccc2)N(C)C(=O)c2cnccn2)cc1 (stereo unspecified),1.4,-24.1
CCn1nnc(-c2ccccc2NC(=O)c2ccc(-n3cnnn3)cc2)n1,1.5,8.6
COc1ccc(C2CC(=O)N3CN(c4ccc(C)c(Cl)c4)CSC3=C2C#N)cc1OC (stereo unspecified),-2.0,-11.2
COc1ccc(C(=O)N2CCN(c3nc4cc(C)ccc4cc3C#N)CC2)c(OC)c1,-2.1,-13.4
COc1ccc(N2C(=O)CC(N3CCN(S(=O)(=O)c4c(F)cccc4F)CC3)C2=O)cc1OC (stereo unspecified),-0.3,2.2
O=C(CSC1=Nc2ccccc2C2=NC(CC(=O)NCc3ccco3)C(=O)N12)NCC1CCCO1 (stereo unspecified),-2.5,0.5
CCN1CCCC1CNS(=O)(=O)c1cc(Br)cc2c1N(C(=O)C1CC1)CC2 (stereo unspecified),2.2,19.5
COc1ccc(C(=O)c2coc3ccc(O)c(CN4CCCCC4)c23)cc1,-0.5,8.8
CC1CCCC(NC(=O)c2ccc3c(c2)N(Cc2ccccc2)C(=O)CS3=O)C1C (stereo unspecified),-4.5,-16.4
CCC(=O)n1nc(-c2ccc(OC)cc2)nc1N,-6.2,-29.3
COCCn1nnnc1C(c1cc2ccc(OC)cc2[nH]c1=O)N1CCc2ccccc2C1 (stereo unspecified),-1.8,-24.6
CC1=C(C(N)=O)C(c2ccccn2)n2nc(SCc3ccccc3Cl)nc2N1 (stereo unspecified),0.2,6.7
Cc1cc(C(=O)NCc2ccc(S(N)(=O)=O)cc2)cs1,0.8,1.7
Cc1ccc(-c2nc(-c3ccccc3)no2)c(Cl)c1,-0.2,-6.9
CCOC(=O)CNC(=O)c1cn(CC)c(=O)c2cc(OC)c(OC)cc12,-2.5,-5.5
Cc1cccc(-c2nc(CSCC(=O)N3CCN(Cc4ccc5c(c4)OCO5)CC3)c(C)o2)c1,22.7,34.2
CN(CC(=O)NCc1cccc(F)c1)C(=O)c1ccco1,-4.1,-4.6
CN(C)CCN(Cc1ccccc1)c1ccccn1,-0.5,1.9
COC(=O)c1[nH]c2cc(OC)ccc2c1NC(=O)CN1CCOCC1,-0.2,-5.1
Cc1cc(NC(=O)C(C)(C)C)no1,-1.2,1.1
COCCN1C(=O)c2oc3ccccc3c(=O)c2C1c1ccc(OC)c(OC)c1 (stereo unspecified),-3.1,20.5
CCN1C(=O)c2ccccc2S(=O)c2ccc(C(=O)N3CCN(C(=O)c4ccco4)CC3)cc21 (stereo unspecified),-2.4,-9.3
CCN(Cc1ccccc1)S(=O)(=O)c1ccc(C(=O)Nc2nnc(-c3ccccc3OC)o2)cc1,19.2,44.6
COc1ccc(CCNC(=O)c2ccc(NS(=O)(=O)c3c(C)noc3C)cc2)cc1OC,-3.7,-3.9
COc1ccccc1NC(=O)CN1CCN(CC(=O)Nc2ccc(OCc3ccccc3)cc2)CC1,-9.3,-13.0

# Reprinted from the part before: five entries; new compounds follow.
SMILES,S aureus QS inh,S aureus QS inh GFP MFI %
COCCN1C(=O)c2oc3ccccc3c(=O)c2C1c1ccc(OC)c(OC)c1 (stereo unspecified),-3.1,20.5
CCN1C(=O)c2ccccc2S(=O)c2ccc(C(=O)N3CCN(C(=O)c4ccco4)CC3)cc21 (stereo unspecified),-2.4,-9.3
CCN(Cc1ccccc1)S(=O)(=O)c1ccc(C(=O)Nc2nnc(-c3ccccc3OC)o2)cc1,19.2,44.6
COc1ccc(CCNC(=O)c2ccc(NS(=O)(=O)c3c(C)noc3C)cc2)cc1OC,-3.7,-3.9
COc1ccccc1NC(=O)CN1CCN(CC(=O)Nc2ccc(OCc3ccccc3)cc2)CC1,-9.3,-13.0
N#Cc1cnc(SCC(=O)c2ccccc2)nc1N,-0.3,-12.4
Cc1c(C(=O)N2CCCC2)sc(NC(=O)c2cccs2)c1C#N,0.1,41.3
CCc1nnc(NC(=O)c2cc3ccccc3oc2=O)s1,-2.7,-3.7
CCc1ccc(NC(=O)N(CCN2CCOCC2)C2CCN(C(C)=O)CC2)cc1,-2.5,-2.0
COCCOC(=O)C1=C(C)N=c2s/c(=C\c3cccs3)c(=O)n2C1c1cccs1 (stereo unspecified),0.0,-6.8
COc1ccc(C2C(C(=O)NCCN3CCOCC3)c3ccccc3C(=O)N2C)cc1OC (stereo unspecified),-1.1,-3.4
CCCc1cc(C(=O)Nc2sc3c(c2C#N)CCC3)no1,7.4,34.1
COc1ccc(CCNC(=O)c2cnc3scc(C)n3c2=O)cc1OC,-0.4,-40.9
CCOC(=O)CCn1c2nc(C)cc(C)c2c(=O)n1-c1ccccc1,-0.6,12.4
CC(=O)c1coc2ccc(OCC(=O)O)cc12,-0.4,-43.7
O=C(c1ccc(S(=O)(=O)N2CCOCC2)cc1)N(c1ccc(F)cc1)C1C=CS(=O)(=O)C1 (stereo unspecified),1.0,19.7
Cc1cccc(NC(=O)Cn2cccc2)c1,0.5,18.5
CCOC(=O)C1CCCN(C(=O)c2cc3c(C)nc4ccccc4c3o2)C1 (stereo unspecified),-1.4,6.0
CC(=O)Nc1ccc(S(=O)(=O)N2CCSC2C(=O)O)cc1 (stereo unspecified),0.9,-12.3
CCOC(=O)C1CCCN(c2c(N3CCN(C4CCCCC4)CC3)c(=O)c2=O)C1 (stereo unspecified),0.0,21.6
Cc1nn(-c2ccccc2)c2sc(C(=O)NCCN3CCOCC3)cc12,3.3,13.7
Cc1ccc2nc(NC(=O)CN(C)S(=O)(=O)c3ccc(Br)s3)sc2c1,-1.1,19.6
CCCS(=O)(=O)N1CCN(CC2CC3C=CC2C3)CC1 (stereo unspecified),-4.7,-1.4
CNC(=O)CN(c1ccc(C(C)C)cc1)S(C)(=O)=O,0.5,35.0
COc1cccc(C2C(C(=O)OC(C)C)=C(C)Nc3ncnn32)c1 (stereo unspecified),-1.5,-4.1
CC1C=CCC2C(=O)N(c3cccc(C(=O)N4CCN(c5ccc(F)cc5)CC4)c3)C(=O)C12 (stereo unspecified),1.7,5.0
Cc1sc2nc(SCC(=O)Nc3c(C)n(C)n(-c4ccccc4)c3=O)n(C)c(=O)c2c1C,-0.6,-42.6
N#Cc1nc(COc2ccc(Br)cc2)oc1N1CCCC1,0.1,6.1
COc1ccc(-c2cc(C(=O)NCCc3ccccc3)no2)cc1OC,1.7,7.6
CCOc1ccc(C(=O)Nc2c(C(N)=O)oc3ccccc23)cc1,-3.3,-13.8
CC1CCCC(C(=O)OCc2ccccc2)N1 (stereo unspecified),-3.5,-12.4
COCCCNC(=O)C1CC(=O)N(Cc2ccc(OC)cc2)C1 (stereo unspecified),-0.6,4.7
C=CCOC(=O)C1C(=O)CC(C)(O)C(C(=O)OCC=C)C1c1ccc(OCC)cc1 (stereo unspecified),-1.5,1.1
O=c1c2ccccc2nc(SCc2nnc(-c3ccccc3Br)o2)n1-c1ccccc1,-0.2,-3.3
CC(NS(C)(=O)=O)C(c1cccs1)N1CCN(C)CC1 (stereo unspecified),-4.1,-34.2
Cn1c(=O)c2c(nc(CN3CCCCC3)n2CCc2ccccc2)n(C)c1=O,-0.8,-6.3
CCOc1ccc(C2C(C(=O)O)c3ccccc3C(=O)N2CCN2CCOCC2)cc1 (stereo unspecified),-0.7,-3.4
CCN(CC)c1ccc(NC(=O)c2cncc(Br)c2)cc1,-0.3,-2.1
COc1ccc(Cc2n[nH]c(=O)c3ccccc23)cc1OC,-0.3,25.0
CCCc1cc(=O)[nH]c(SCc2ccccc2)n1,-0.3,6.3
CCOC(=O)c1c(C)oc2c1cc(O)c1ccccc12,1.0,19.5
Cc1ccc2c(CC(=O)OCc3csc(C)n3)coc2c1,1.4,7.4
CCCCNC(=O)Cn1c(=O)n(C)c2ccccc21,-1.2,-7.6
CCSc1nnc(Cn2c(=O)sc3ccccc32)n1C,-5.4,-9.0
CCc1ccc(S(=O)(=O)NCc2csc(-c3ccccc3)n2)s1,7.5,27.1
O=C1CCc2cc(S(=O)(=O)N3CCC(C(=O)NCc4ccccc4Cl)CC3)ccc2N1,-6.9,-10.2
O=C(Cc1ccc(-n2cccc2)cc1)NCc1cccs1,-9.9,-18.4
Cc1ccc2cc(C#N)c(N3CCCC3)nc2c1C,-0.1,-5.0
COc1ccc(OC)c(NC(=O)CN(c2ccc(C(C)C)cc2)S(=O)(=O)c2c(C)noc2C)c1,4.4,6.2
COc1ccc(-c2nc(SCC(=O)NCc3ccco3)c(-c3ccccc3)[nH]2)cc1OC,2.4,17.6
Cc1cccc(-n2c(CNC(=O)COc3ccccc3)nnc2SCC(=O)Nc2nccs2)c1,-0.5,-6.6

# Not all compounds are listed. The share of hits here may be higher or lower than overall.
